Screening data as filed in PubChem BioAssay.
NR2E3 ag-1: activates human photoreceptor nuclear receptor NR2E3 | Q9Y5X4 | GST-NR2E3/biotin-RetCOR TR-FRET, 1536-well | inhibition of corepressor binding, % at 4.78 µM | 0.12% of 320,000 active | AID 2300;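 active = percent inhibition above the cutoff of mean plus 3 SD of all tested compounds, set per screening campaign, cut at about 20% in these data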;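 note: 0% = DMSO wells and 100% = biotin wells as full block of FRET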
Target sequence (Q9Y5X4 whole entry, looked up): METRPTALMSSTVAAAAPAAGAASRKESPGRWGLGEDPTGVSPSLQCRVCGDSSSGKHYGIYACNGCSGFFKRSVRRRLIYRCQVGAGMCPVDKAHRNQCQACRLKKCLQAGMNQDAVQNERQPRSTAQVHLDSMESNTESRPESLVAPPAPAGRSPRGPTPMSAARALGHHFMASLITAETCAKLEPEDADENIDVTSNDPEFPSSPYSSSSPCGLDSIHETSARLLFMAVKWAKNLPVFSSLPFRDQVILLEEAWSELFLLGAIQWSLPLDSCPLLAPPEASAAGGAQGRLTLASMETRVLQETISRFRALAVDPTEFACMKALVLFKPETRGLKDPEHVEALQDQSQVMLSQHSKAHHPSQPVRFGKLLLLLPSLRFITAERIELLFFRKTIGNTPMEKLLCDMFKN
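Test system: GST-NR2E3 and biotin-RetCOR proteins | Quantity: 1.35 nM GST-tagged NR2E3 final | Medium: Tris pH 7.5 | Also added: 7 nM biotin-RetCOR | Dosing: Compound at 4.8 µM, single dose | Timing: 5 h at 4 °C | Detection: Time-resolved FRET | Read-out basis: Percent inhibition | Benchmarks: Biotin wells as high control, 0.6% DMSO wells as low control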
iPSC survival up: hiPSC single-cell survival enhancement | ATPlite luminescence; 100% = ROCK inhibitor wells, 0% = DMSO | survival enhancement, % at 20 µM | 0.044% of 360,000 active | AID 602274; in the data active = survival enhancement above about 18%;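 note: cells exposed to compounds for 16 hours before the ATP read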
CaV13 FRET inh: Primary screen for inhibitors of IQ motif and Ca2+-dependent inactivation inhibitor domain binding in CACNA1D, Förster resonance energy transfer in living cells, … | HEK cells, CFP/YFP FRET ICDI-IQ, plate reader, 10 min; percent FRET-ratio fall versus neutral wells | inhibition, % at 12.3 µM | 0.098% of 340,000 active;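 active = mean replicate inhibition of at least 30% and at least 1% of replicates passing that level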;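 note: 0% = median of the neutral control wells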
Granule exo inh: lytic granule exocytosis inhibition; TALL-104 LAMP-1 surface exposure, flow cytometry; cells stimulated with thapsigargin and PMA; inhibition, % at 10 µM; 0.66% of 360,000 active;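 active = inhibition above about 55%, limit read from the data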
NR2E3 ag-2: agonists of human NR2E3 nuclear receptor; inhibition of corepressor binding, % at 3.98 µM; AID 602229; CHO-S Gal4-NCOR/VP16-NR2E3 two-hybrid, luciferase; 0.35% of 360,000 active;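 active = inhibition above the mean of all tested compounds plus 3 SD, cut at about 70% in these data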;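 note: 0% = DMSO with NR2E3 transfected cells and 100% = cells lacking NR2E3 construct; higher means lower luciferase signal from less NR2E3 corepressor binding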
PDI inh: PDI (human) enzyme inhibition; PDI insulin aggregation turbidity, A650, 90 min; inhibition, % at 10 µM; AID 588391; P07237; 0.052% of 350,000 active;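 active = mean inhibition across replicates of 30% or more, whatever share of single replicates reach that level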;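 note: absorbance from insulin aggregation driven by PDI reduction with DTT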
Target sequence (P07237 whole entry, looked up): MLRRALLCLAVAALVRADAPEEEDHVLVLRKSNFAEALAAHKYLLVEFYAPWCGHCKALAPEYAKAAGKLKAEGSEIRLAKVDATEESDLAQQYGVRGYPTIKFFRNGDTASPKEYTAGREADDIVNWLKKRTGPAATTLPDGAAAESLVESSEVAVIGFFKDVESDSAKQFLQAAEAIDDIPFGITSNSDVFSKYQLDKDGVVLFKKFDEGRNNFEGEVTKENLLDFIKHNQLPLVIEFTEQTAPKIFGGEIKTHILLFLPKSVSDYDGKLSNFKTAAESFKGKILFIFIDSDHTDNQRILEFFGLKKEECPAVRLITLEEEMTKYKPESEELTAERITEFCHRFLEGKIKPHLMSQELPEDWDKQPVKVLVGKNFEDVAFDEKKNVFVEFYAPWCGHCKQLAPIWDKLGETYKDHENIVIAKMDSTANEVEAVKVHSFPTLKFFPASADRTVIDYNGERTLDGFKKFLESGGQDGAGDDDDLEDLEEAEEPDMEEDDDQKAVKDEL
MITF TRPM1 inh: reduces MITF-dependent TRPM1 promoter luciferase signal; SK-MEL-5 TRPM1 promoter luciferase, 24 h; inhibition, % at 12.5 µM; 0.83% of 330,000 active; AID 488899;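 active = mean inhibition across replicates of 60% or more, whatever share of single replicates reaches that level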; note: values of inactives mirror those of a sister screen read the other way
HIF-2a inh: inhibitors of HIF-2a; 786-0 RCC cells HIF-2a reporter, luciferase luminescence, overnight; inhibition, % at 18.8 µM; 0.72% of 360,000 active; AID 624352;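 active = inhibition of the luminescence signal of 40% or more relative to plate controls, in a single-dose primary screen at 18.75 µM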
Vif inh: HIV Vif inhibition; HEK293T cells, Vif self-association by quenched fluorescence, imaging, 24 h; inhibition, % at 7.49 µM; 0.35% of 340,000 active; AID 602346; in the data active = inhibition above about 50%, passing the limit was not always enough; note: some results filed as inactive read as strong as hits
aDG glyco act: increases alpha dystroglycan glycosylation; Pro5-aDG cells, alpha-DG glycosylation AlphaScreen (IIH6); 0% Pro5, 100% B10-LARGE cell signal; activation, % at 10 µM; 0.22% of 360,000 active; AID 624168;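 active = activation of at least 8% versus controls, or a plate z-score of at least 8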;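 note: Pro5 are CHO cells carrying HIG-tagged alpha-DG that lacks glycosylation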
Peg3 prom inh: inhibitors of Peg3 promoter; HeLa PEG-Prom luciferase reporter, luminescence, overnight; inhibition, % at 20 µM; 1.7% of 360,000 active; AID 588405;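 active = inhibition of at least 50% at 20 µM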
Numbers without * were called inactive.

A first look:
Screening Cc1ccc(NC(=O)C(CC(C)C)NC(N)=O)cc1Cl (configuration not stated) returned NR2E3 ag-1 2.9, iPSC survival up 1.0, CaV13 FRET inh -3.9, Granule exo inh 27.5, NR2E3 ag-2 -26.2, PDI inh -0.2, MITF TRPM1 inh -1.4, HIF-2a inh 6.0, Vif inh -4.5, aDG glyco act -0.4 and Peg3 prom inh 7.9.
Screening c1ccc2oc(CCc3nc4ccccc4o3)nc2c1 returned NR2E3 ag-1 -1.8, iPSC survival up 8.3, Granule exo inh 0.0, NR2E3 ag-2 -57.9, PDI inh -1.9, MITF TRPM1 inh -87.3, HIF-2a inh -179.0, aDG glyco act -0.1 and Peg3 prom inh -149.2.

The list itself, previewed entries included:
Screening Cc1ccc(NC(=O)C(CC(C)C)NC(N)=O)cc1Cl (configuration not stated) returned NR2E3 ag-1 2.9, iPSC survival up 1.0, CaV13 FRET inh -3.9, Granule exo inh 27.5, NR2E3 ag-2 -26.2, PDI inh -0.2, MITF TRPM1 inh -1.4, HIF-2a inh 6.0, Vif inh -4.5, aDG glyco act -0.4 and Peg3 prom inh 7.9.
Screening c1ccc2oc(CCc3nc4ccccc4o3)nc2c1 returned NR2E3 ag-1 -1.8, iPSC survival up 8.3, Granule exo inh 0.0, NR2E3 ag-2 -57.9, PDI inh -1.9, MITF TRPM1 inh -87.3, HIF-2a inh -179.0, aDG glyco act -0.1 and Peg3 prom inh -149.2.
`O=C(Nc1ccc2c(c1)OCO2)C1CCN(C(=O)CSc2ncnc3ccccc23)CC1` gave NR2E3 ag-1 -0.5, iPSC survival up -0.5, CaV13 FRET inh -5.5, Granule exo inh -0.8, NR2E3 ag-2 -44.2, PDI inh -4.7, MITF TRPM1 inh -3.2, HIF-2a inh -3.6, Vif inh -3.1, aDG glyco act 0.1 and Peg3 prom inh -21.1.
`COC(=O)[C@@H]1C[C@@]2(O)[C@H](O)[C@H](O)[C@H](O)C[C@H]2N1Cc1ccc(-c2ccccc2)cc1` gave NR2E3 ag-1 3.0, iPSC survival up -2.1, CaV13 FRET inh -4.6, Granule exo inh 5.7, NR2E3 ag-2 -25.0, PDI inh 4.9, MITF TRPM1 inh 4.0, HIF-2a inh 12.8, Vif inh 14.4, aDG glyco act 0.2 and Peg3 prom inh 0.4.
Screening Cc1cccc(N2CC(C(=O)NCC3COc4ccccc4O3)CC2=O)c1C (configuration not stated) returned NR2E3 ag-1 4.3, iPSC survival up -0.7, CaV13 FRET inh -4.0, Granule exo inh -3.0, NR2E3 ag-2 -22.6, PDI inh -4.6, MITF TRPM1 inh 3.3, HIF-2a inh -3.5, Vif inh 16.5, aDG glyco act 0.0 and Peg3 prom inh 13.1.
For O=C1CCC(=O)N1c1ccc(-c2nc3sc4c(c3c(=O)o2)CCC4)cc1 the results were NR2E3 ag-1 0.1, iPSC survival up -0.4, CaV13 FRET inh -5.4, Granule exo inh 7.2, NR2E3 ag-2 -25.4, PDI inh 7.2, MITF TRPM1 inh 3.3, HIF-2a inh 8.1, Vif inh 5.2, aDG glyco act 0.0 and Peg3 prom inh 14.4.
`CC1CCCN(C(=O)c2ccc3c(c2)OCCO3)C1` (configuration not stated) gave NR2E3 ag-1 2.8, iPSC survival up -2.5, CaV13 FRET inh -2.1, Granule exo inh -0.2, NR2E3 ag-2 -62.1, PDI inh -6.9, MITF TRPM1 inh -22.2, HIF-2a inh -105.6, Vif inh -1.5, aDG glyco act 0.1 and Peg3 prom inh -68.2.
Cc1ccccc1-c1cc2c(nn1)-c1ccccc1C2=O was read as NR2E3 ag-1 5.5, iPSC survival up -5.3, CaV13 FRET inh -4.2, Granule exo inh 12.4, NR2E3 ag-2 -64.3, PDI inh 19.5, MITF TRPM1 inh -11.7, HIF-2a inh -71.1, aDG glyco act 4.7 and Peg3 prom inh -80.6.
`CC1CCN(c2c(NCc3ccc(C(=O)NCc4ccccc4)cc3)c(=O)c2=O)CC1` gave NR2E3 ag-1 -0.1, iPSC survival up 0.0, CaV13 FRET inh -1.0, Granule exo inh 2.3, NR2E3 ag-2 -17.4, PDI inh -0.2, MITF TRPM1 inh 0.4, HIF-2a inh 5.1, Vif inh -2.3, aDG glyco act -0.1 and Peg3 prom inh 10.6.
`CCn1c(COc2ccccc2)nnc1SCC(=O)NC1CCCCC1` gave NR2E3 ag-1 4.0, iPSC survival up 5.5, CaV13 FRET inh -6.8, Granule exo inh 3.9, NR2E3 ag-2 -9.9, PDI inh 0.2, MITF TRPM1 inh 16.2, HIF-2a inh 2.6, Vif inh 0.3, aDG glyco act -0.2 and Peg3 prom inh 16.4.
For Cc1ccc(C)c(S(=O)(=O)N/N=C2/CCCc3ccccc32)c1 the results were NR2E3 ag-1 2.0, iPSC survival up -1.6, Granule exo inh -0.9, NR2E3 ag-2 22.2, PDI inh 1.2, MITF TRPM1 inh 6.0, HIF-2a inh 5.6, Vif inh 6.8, aDG glyco act 0.2 and Peg3 prom inh 17.6.
For C=CCn1c(COc2ccccc2OC)nc2ccccc21 the results were NR2E3 ag-1 0.1, iPSC survival up 0.2, CaV13 FRET inh -22.7, Granule exo inh -6.2, NR2E3 ag-2 -0.3, PDI inh -5.9, MITF TRPM1 inh -17.4, HIF-2a inh -88.3, Vif inh -2.2, aDG glyco act 0.0 and Peg3 prom inh -44.3.
Screening CC(=O)NCCOC(=O)Nc1ccncc1 returned NR2E3 ag-1 1.0, iPSC survival up 3.9, CaV13 FRET inh -2.7, Granule exo inh -3.7, NR2E3 ag-2 5.1, PDI inh 0.1, MITF TRPM1 inh 6.2, HIF-2a inh 17.4, Vif inh 12.8, aDG glyco act 0.0 and Peg3 prom inh -8.4.
For O=C(OC1CCCCC1=O)c1cccc(S(=O)(=O)N2CCOCC2)c1 (configuration not stated) the results were NR2E3 ag-1 -2.0, iPSC survival up -0.6, CaV13 FRET inh -2.0, Granule exo inh 7.7, NR2E3 ag-2 -30.5, PDI inh -4.9, MITF TRPM1 inh 6.2, HIF-2a inh 16.9, Vif inh 5.7, aDG glyco act 0.3 and Peg3 prom inh 6.1.
Screening Cc1sc2nc(COC(=O)c3ccc(Cl)c(N)c3)[nH]c(=O)c2c1C returned NR2E3 ag-1 -0.3, iPSC survival up -0.2, CaV13 FRET inh -5.7, Granule exo inh -3.6, NR2E3 ag-2 3.7, PDI inh 3.5, MITF TRPM1 inh -10.5, HIF-2a inh 1.8, Vif inh -16.2, aDG glyco act 0.0 and Peg3 prom inh -0.7.
Screening Cc1cccc(NC(=S)N2CCC(c3nc4ccccc4o3)CC2)c1C returned NR2E3 ag-1 3.4, iPSC survival up -0.8, CaV13 FRET inh -6.6, Granule exo inh 3.4, NR2E3 ag-2 -4.5, PDI inh -1.5, MITF TRPM1 inh 2.0, HIF-2a inh 1.7, aDG glyco act 0.1 and Peg3 prom inh 13.6.
COC(=O)Cn1cnc2c(C#N)c3n(c2c1=O)CCCCC3 was read as NR2E3 ag-1 1.9, iPSC survival up 0.2, CaV13 FRET inh -8.3, Granule exo inh 0.1, NR2E3 ag-2 -2.3, PDI inh -40.9, MITF TRPM1 inh 0.0, HIF-2a inh 25.4, Vif inh 41.8, aDG glyco act 0.0 and Peg3 prom inh 17.4.
CCOc1ccc(NC(=O)CCNC(=O)Cn2cnc3ccccc3c2=O)cc1 was read as NR2E3 ag-1 2.0, iPSC survival up 1.1, CaV13 FRET inh -5.6, Granule exo inh 2.6, NR2E3 ag-2 -4.2, PDI inh 16.0, MITF TRPM1 inh -2.9, HIF-2a inh 2.3, Vif inh -6.8, aDG glyco act -0.1 and Peg3 prom inh 5.0.
`CC(C)[C@@H](C(=O)NC1CCN(Cc2ccccc2)CC1)N1C(=O)N2CCc3c([nH]c4ccccc34)[C@@]2(C)C1=O` gave NR2E3 ag-1 -1.6, iPSC survival up -0.4, Granule exo inh 5.9, NR2E3 ag-2 -0.4, MITF TRPM1 inh 0.7, HIF-2a inh 6.0, Vif inh -4.8, aDG glyco act -0.1 and Peg3 prom inh 21.6.
For CCC(C)NS(=O)(=O)c1ccc(OCC(=O)NCc2ccc(OC)cc2)cc1 (configuration not stated) the results were NR2E3 ag-1 -1.6, iPSC survival up 2.9, CaV13 FRET inh -1.1, Granule exo inh -2.2, NR2E3 ag-2 -14.9, PDI inh -0.6, MITF TRPM1 inh 0.2, HIF-2a inh 11.8, Vif inh -2.0, aDG glyco act 0.8 and Peg3 prom inh -9.4.
O=C(CCC(=O)Nc1cccnc1)Nc1cccnc1 was read as NR2E3 ag-1 4.5, iPSC survival up -0.6, CaV13 FRET inh -4.4, Granule exo inh -9.7, NR2E3 ag-2 -13.1, PDI inh 10.0, MITF TRPM1 inh 7.7, HIF-2a inh 17.6, Vif inh -0.6, aDG glyco act 0.0 and Peg3 prom inh 5.7.
For COc1ccc(OC)c2c1cc(C(=O)N[C@@H](Cc1ccccc1)C(=O)O)n2C the results were iPSC survival up -0.3, CaV13 FRET inh -1.9, Granule exo inh 3.1, NR2E3 ag-2 0.8, PDI inh -3.7, MITF TRPM1 inh 5.6, HIF-2a inh 19.3, Vif inh -3.7, aDG glyco act 0.0 and Peg3 prom inh 13.6.
`O=C(N/N=C/c1cc(Br)c(O)c(Br)c1O)c1cccnc1` gave NR2E3 ag-1 -2.0, iPSC survival up 0.3, CaV13 FRET inh -6.0, Granule exo inh 65.0*, NR2E3 ag-2 -8.2, PDI inh -2.3, MITF TRPM1 inh 8.0, HIF-2a inh 12.2, Vif inh -8.0, aDG glyco act -0.1 and Peg3 prom inh -3.1.
For CCOC(=O)c1ccc(NC(=O)c2ccc(NC(=O)C3CCCO3)cc2)cc1 (configuration not stated) the results were NR2E3 ag-1 -1.1, iPSC survival up -0.2, CaV13 FRET inh -2.0, Granule exo inh 27.0, NR2E3 ag-2 -16.4, PDI inh 0.7, MITF TRPM1 inh -21.9, HIF-2a inh -70.1, Vif inh -33.3, aDG glyco act 0.1 and Peg3 prom inh -21.8.
`COc1cccc(N2CCN(CC(=O)Nc3nc(C)c(C(=O)N(C)C)s3)CC2)c1` gave NR2E3 ag-1 -3.0, iPSC survival up -0.5, CaV13 FRET inh -5.6, Granule exo inh -1.5, NR2E3 ag-2 21.9, PDI inh -1.1, MITF TRPM1 inh 6.5, HIF-2a inh 14.1, Vif inh -3.0, aDG glyco act -0.2 and Peg3 prom inh 2.6.
CCc1cccc(NC(=O)CN(c2ccc(OC)cc2)S(=O)(=O)c2c(C)n[nH]c2C)c1 was read as NR2E3 ag-1 -1.9, iPSC survival up -3.4, CaV13 FRET inh -5.3, Granule exo inh -0.9, NR2E3 ag-2 -8.0, PDI inh 11.0, MITF TRPM1 inh 3.4, HIF-2a inh 23.5, Vif inh 4.9, aDG glyco act -0.2 and Peg3 prom inh 17.1.
For CCc1ccc([C@@H]2C[C@H]3[C@@H](CN2S(=O)(=O)c2ccc(C)cc2)C(=O)C[C@@H](c2ccc(Cl)cc2)N3S(=O)(=O)c2ccccc2C)cc1 the results were iPSC survival up 0.0, CaV13 FRET inh -3.4, Granule exo inh 10.7, NR2E3 ag-2 -20.2, PDI inh 12.1, HIF-2a inh 9.8, Vif inh -4.4, aDG glyco act -0.2 and Peg3 prom inh 5.6.
